Screening results as filed in PubChem.
DAGLB inhibitor = diacylglycerol lipase beta (human) inhibition | 340,000 tested, 0.059% active | HEK293T DAGLB membrane lysate, EnzChek fluorogenic substrate | inhibition, % at 5.17 µM | Q8NCG7; in the data active = inhibition above about 34%;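 also: 0% = enzyme with vehicle and 100% = wells lacking enzyme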
V-ATPase pH = regulators of yeast V-ATPase proton transport | S. cerevisiae, pHLuorin cytosolic pH fluorescence | response, % at 10 µM | 350,000 tested, 0.37% active | AID 504577; in the data active = response mostly above about 7.3%, no sharp cut-off; inactive = mostly below about 5.4%; also: actives read high; inactives centre near 0; some compounds called inactive have numbers as strong as hits; reference of the scale not given here
HTR5A inv ctr = counter-screen for OPRM1-OPRD1 inverse agonists: human HTR5A inverse agonism; P47898; HTR5A cell line, luminescence; inhibition, % at 9.3 µM; 340,000 tested, 0.083% active; in the data active = inhibition mostly above about 23%, no sharp cut-off; inactive = mostly below about 18%;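 also: 0% = cells with DMSO and 100% = no-cell wells with DMSO; some compounds called inactive have numbers as strong as hits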
Target sequence (P47898 whole entry, looked up): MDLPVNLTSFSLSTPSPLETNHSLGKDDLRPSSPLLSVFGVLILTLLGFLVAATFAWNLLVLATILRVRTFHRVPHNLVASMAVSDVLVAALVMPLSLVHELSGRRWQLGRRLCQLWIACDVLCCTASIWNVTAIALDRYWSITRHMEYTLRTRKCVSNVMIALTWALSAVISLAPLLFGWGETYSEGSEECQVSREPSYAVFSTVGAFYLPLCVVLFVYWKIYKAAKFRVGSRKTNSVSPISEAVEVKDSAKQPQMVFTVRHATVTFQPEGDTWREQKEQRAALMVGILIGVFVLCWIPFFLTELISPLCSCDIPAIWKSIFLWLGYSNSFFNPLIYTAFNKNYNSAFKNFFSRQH
HTR5A ag = counter-screen for OPRM1-OPRD1 agonists: human HTR5A agonism; HTR5A agonist assay, luminescence, cell-based; P47898; AID 504692; activation, % at 9.3 µM; 340,000 tested, 0.61% active; in the data active = activation mostly above about 9.5%, no sharp cut-off; inactive = mostly below about 7.6%;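 also: 0% = cells with vehicle only and 100% = reference agonist; strong numbers were not always called active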
OPRM1-OPRD1 ag = OPRM1-OPRD1 heterodimerization agonism. P35372+P41143. cells, luminescence. activation, % at 9.3 µM. 340,000 tested, 0.3% active; in the data active = activation above about 18%;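 also: 0% = vehicle-treated cells and 100% = reference agonist; values of inactives mirror those of a sister screen read the other way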
MOR-DOR inv ag = inverse agonists of human mu-delta opioid receptor heterodimerization; inhibition, % at 9.3 µM; cell-based MOR-DOR heterodimer luminescence, inverse agonism; P35372+P41143; 340,000 tested, 0.21% active; in the data active = inhibition above about 22%, passing the limit was not always enough;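 also: 0% = cells with DMSO and 100% = wells without cells with DMSO; values of inactives mirror those of a sister screen read the other way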
Pemphigus Ab inh = inhibitors of pemphigus antibody binding to human desmoglein-3; P32926; DSG3-coupled beads, scFv-anti-DSG3-GFP binding, flow cytometry; stronger effect = lower value; binding (percent of control), % at 10 µM; 310,000 tested, 0.48% active;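 active = binding more than 3 SD below its plate's average and above zero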;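 also: hits lower antibody fragment binding to DSG3; some compounds called inactive have numbers as strong as hits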
Arr AP2 block = human beta-arrestin and AP2 interaction inhibition | FITC-arrestin peptide / GST-AP2 beads, flow cytometry; AP2 beta2 appendage carries R879A mutation | inhibition, % at 10 µM | 340,000 tested, 0.31% active | AID 504490;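 active = inhibition above a set limit, near 3 SD of compounds lacking own fluorescence, cut at about 54% in these data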;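 also: plate controls were DMSO wells for no effect and 5 µM unlabelled arrestin peptide for full effect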
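System: GST-AP2 R879A glutathione beads; medium: PBS, Tween 20 0.05%, BSA 0.1%; reagent: fluorescein-tagged arrestin peptide at 50 nM final; schedule: pre-incubation 12 min, peptide binding 1 h, room temperature; detection: flow cytometry, FL1 (488/535 nm); read-out: inhibition as reduced fluorescein signal on beads, percent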
PKA-R1A activ = activates the PKA-R1A holoenzyme complex. P00514+P68181. PKA-R1A dissociation, Cy5-IP20 fluorescence polarization; scaled: DMSO 0%, 113 µM cGMP 100%. activation, % at 11.4 µM. 340,000 tested, 0.083% active. AID 504707;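 active = percent activation above the mean of all tested compounds plus 3 SD, cut at about 19% in these data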;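 also: higher means more PKAc released from R1A so a rise in polarization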
PKA-R2B activ = activators of human PKA-R2B complex; P22694+P31323; PKA-R2B holoenzyme dissociation, Cy5-IP20 fluorescence polarization; R2B truncated from residue 108, S112A mutant; 0% DMSO only, 100% 113 µM cGMP; activation, % at 11.4 µM; 340,000 tested, 0.079% active; AID 504700;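 active = activation above a cutoff set at the mean over all compounds plus 3 SD, cut at about 18% in these data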;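 also: higher means more holoenzyme dissociation and a rise in polarization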
Target sequence (P31323 whole entry, looked up, other chains not shown, the tested form may be a part): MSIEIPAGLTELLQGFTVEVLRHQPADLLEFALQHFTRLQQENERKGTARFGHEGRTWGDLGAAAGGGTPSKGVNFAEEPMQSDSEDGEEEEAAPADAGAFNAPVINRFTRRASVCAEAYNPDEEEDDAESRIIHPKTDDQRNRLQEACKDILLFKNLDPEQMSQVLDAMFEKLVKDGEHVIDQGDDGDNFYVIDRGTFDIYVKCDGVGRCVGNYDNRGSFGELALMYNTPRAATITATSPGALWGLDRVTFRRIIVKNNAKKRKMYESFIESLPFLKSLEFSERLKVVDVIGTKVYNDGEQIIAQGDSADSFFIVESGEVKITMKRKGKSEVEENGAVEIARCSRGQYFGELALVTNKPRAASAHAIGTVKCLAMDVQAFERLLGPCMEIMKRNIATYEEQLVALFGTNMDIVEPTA
* hit, by the source's call; x = not tested or not shown. Compounds were not picked by outcome; about 2.4% have a hit in one of these screens.

SMILES | DAGLB inhibitor | V-ATPase pH | HTR5A inv ctr | HTR5A ag | OPRM1-OPRD1 ag | MOR-DOR inv ag | Pemphigus Ab inh | Arr AP2 block | PKA-R1A activ | PKA-R2B activ
COc1ccc(-c2nc3cc(C)ccn3c2NCC2CCCO2)cc1OC (configuration not stated) | -1 | -1 | -2 | -1 | -1.8 | 10 | x | 13 | -9 | 1
Cc1ccccc1Nc1nc(N)nc(CSc2n[nH]c(N)n2)n1 | 2 | -2 | 10 | -6 | -1.4 | 7 | 96 | 39 | -1 | 6
Cc1cccc(NC(=O)c2ccc(S(=O)(=O)C(F)F)cc2)c1C | 1 | 0 | 16 | -6 | -2.7 | 16 | 102 | -2 | -5 | 4
Fc1ccc2[nH]c3c(N4CCN(c5ccccc5)CC4)ncnc3c2c1 | 1 | -5 | -24 | 10 | 3.8 | -19 | 108 | 3 | 4 | -5
Cc1ccc(OCC(=O)Nc2cccc3nsnc23)c(C)c1 | -15 | -1 | -36 | 6 | -2.2 | 10 | 105 | 26 | -10 | -14
Nc1cc(=O)[nH]c(SCC(=O)NNC(=O)Cc2ccccc2)n1 | 1 | -2 | 7 | -2 | -2.6 | 15 | 106 | 0 | -12 | -9
CNC(=O)c1cc2ccc(OC)cc2oc1=O | -1 | -11 | -32 | 13 | -0.6 | 3 | 96 | 3 | -1 | 7
Cc1nnc(NC(=O)C2CCN(c3cnccn3)CC2)s1 | 3 | 2 | -5 | -3 | -3.5 | 16 | 111 | 0 | -10 | -8
C=CCn1c(-c2ccc3[nH]c(C)c(C)c3c2)n[nH]c1=S | 4 | 2 | -2 | 1 | 0.3 | -2 | 89 | 17 | 1 | -2
COc1cc(/C=C2\NC(=O)NC2=O)cc(Br)c1OC | 0 | -1 | 7 | -2 | -3.1 | 15 | 102 | -12 | -2 | -8
CN(C)CC1CCCCC1OC(=O)c1ccc(Br)cc1 (configuration not stated) | -1 | 0 | -8 | 3 | -0.2 | 1 | 93 | -8 | -2 | -8
Cc1ccc(-n2ncc(-c3nn[nH]n3)c2N)cc1 | -1 | 2 | 9 | 3 | -2.4 | 12 | 110 | 0 | -12 | -13
CC(NC(=O)C1(S(=O)(=O)c2ccc(Cl)cc2)CC1)c1ccccc1 (configuration not stated) | -5 | 0 | 9 | -3 | -1.1 | 7 | 94 | 6 | -9 | -2
CC(C)C[C@H](NC(=O)c1nc[nH]c1C(=O)NC(c1ccccc1)c1ccccc1)C(=O)OCc1ccccc1 | -5 | -3 | 3 | 12 | 1.9 | -11 | 96 | -1 | -3 | -5
N#Cc1c2c(c(-n3cnc4ccccc43)n3c1nc1ccccc13)CCC2 | 5 | -1 | 10 | -3 | 0.0 | 0 | 95 | 22 | -3 | 0
CC1CCN(C(=O)CN2C(=O)NC3(CCC(C)CC3)C2=O)CC1 (configuration not stated) | -2 | 3 | -6 | 2 | 0.3 | -1 | 97 | 4 | -4 | 1
O=C(NC1CCCCC1)C1(S(=O)(=O)c2ccc(Cl)cc2)CC1 | -4 | 0 | 7 | 5 | 0.2 | -1 | x | 50 | -1 | -3
Cc1ccc(NC(=O)COC(=O)Cn2c(C)csc2=O)cc1 | -6 | -4 | 6 | -2 | -2.9 | 15 | x | 8 | -14 | -3
O=C(Nc1cc(C(F)(F)F)ccc1N1CCOCC1)C1=NN(c2ccccc2)C(=O)CC1 | -8 | 4 | -9 | 2 | -1.9 | 9 | 108 | 14 | -4 | 2
COc1cc2c(cc1NC(=O)COC(=O)/C=C/c1ccccc1)oc1ccccc12 | -2 | 0 | -4 | 2 | -1.3 | 8 | 101 | 105* | 2 | 6

Ordered by SMILES length (high to low): some entries from above
SMILES | DAGLB inhibitor | V-ATPase pH | HTR5A inv ctr | HTR5A ag | OPRM1-OPRD1 ag | MOR-DOR inv ag | Pemphigus Ab inh | Arr AP2 block | PKA-R1A activ | PKA-R2B activ
CC(C)C[C@H](NC(=O)c1nc[nH]c1C(=O)NC(c1ccccc1)c1ccccc1)C(=O)OCc1ccccc1 | -5 | -3 | 3 | 12 | 1.9 | -11 | 96 | -1 | -3 | -5
CC1CCN(C(=O)CN2C(=O)NC3(CCC(C)CC3)C2=O)CC1 (configuration not stated) | -2 | 3 | -6 | 2 | 0.3 | -1 | 97 | 4 | -4 | 1
Cc1ccc(OCC(=O)Nc2cccc3nsnc23)c(C)c1 | -15 | -1 | -36 | 6 | -2.2 | 10 | 105 | 26 | -10 | -14

Additional compounds follow.
SMILES | DAGLB inhibitor | V-ATPase pH | HTR5A inv ctr | HTR5A ag | OPRM1-OPRD1 ag | MOR-DOR inv ag | Pemphigus Ab inh | Arr AP2 block | PKA-R1A activ | PKA-R2B activ
O=S(=O)(c1ccc(Cl)c(Cl)c1)c1snnc1-c1ccccc1 | -1 | -1 | 17 | -4 | -0.8 | 5 | 124 | 10 | -10 | -14
Nc1ncnc2c1ncn2[C@@H]1O[C@H](CNCC(O)CO)[C@@H](O)[C@H]1O (some centres not stated) | 0 | 1 | 4 | -1 | -3.8 | 19 | 94 | -2 | -3 | -15
CCOc1cc(/C=N/NC(=O)c2cccnc2)ccc1OCC(=O)N(C)C | -2 | 0 | 2 | -1 | -1.8 | 9 | 78* | 36 | -9 | -7
O=C(NCc1cccs1)C1CCCN1C(=O)Nc1cccc(F)c1 (configuration not stated) | -1 | 0 | 8 | -3 | -3.7 | 18 | 118 | -9 | -8 | -9
Cc1c(C(=O)Nc2ccccc2)cnn1-c1ccccc1 | 1 | -1 | 7 | 2 | -1.1 | 6 | 109 | -19 | -12 | 4
CCOC(=O)C(=Cc1cn(C)c2ccc(S(=O)(=O)N(C)C)cc12)C(=O)OCC | -3 | -3 | -38 | 1 | 0.5 | -2 | x | 46 | 0 | -9
CC(C)=CCc1ccc(O)c(=O)cc1C(C)C | -16 | -3 | 4 | -1 | 9.8 | -52 | 92 | 16 | 1 | 3
COc1ccccc1CN1C(=O)[C@@H]2C(CC(N)=O)NC3(C(=O)Nc4c3ccc(Cl)c4C)[C@@H]2C1=O (some centres not stated) | -1 | -2 | 10 | -2 | -4.4 | 23 | 99 | -10 | -5 | 0
COc1ccc(F)cc1S(=O)(=O)N1CCC(C(N)=O)CC1 | -4 | -3 | -3 | 1 | -1.6 | 10 | 88 | 1 | 4 | -6
O=C(O)Cc1ccc(NC(=O)c2cccs2)cc1 | 1 | 2 | -4 | 2 | -0.2 | 1 | 118 | -2 | -1 | -2
CC(=O)Nc1ccc(NC(=O)CSc2ncc(C(=O)Nc3ccc(F)cc3)c(=O)n2C)cc1 | -5 | -6 | -14 | 5 | 1.1 | -7 | 102 | 22 | -2 | -7
Cc1nc2sc3c(c2c(=O)[nH]1)CCCCC3 | 4 | 1 | 0 | 0 | -0.8 | 4 | 73 | 11 | -1 | -8
CCOC(=O)c1ccccc1NC(=O)CSc1ccccc1 | -9 | 0 | 11 | 3 | 11 | -44 | 109 | 1 | -4 | 1
Cc1c(C(=O)N2CCOCC2)sc(NC(=O)c2ccc([N+](=O)[O-])cc2)c1C#N | 11 | 3 | -13 | 4 | -0.1 | 1 | 111 | -6 | -10 | -4
Cc1ccc(C(=O)N/N=C/c2ccc([N+](=O)[O-])s2)cc1 | 0 | -5 | 5 | -2 | 16 | -79 | 110 | 4 | 0 | 0
Cc1ccc([N+](=O)[O-])cc1NC(=O)C[n+]1ccccc1 | 1 | 1 | -31 | 4 | -1.9 | 10 | 94 | 48 | 1 | -9
N#C/C(=C\c1c(N2CCOCC2)nc2ccccn2c1=O)S(=O)(=O)c1ccccc1 | -1 | 0 | 7 | 1 | -2.6 | 12 | 92 | 9 | -12 | -20
CCCCN(C(=O)c1cc2c(s1)CCCCC2)c1c(N)n(CC(C)C)c(=O)[nH]c1=O | 2 | -2 | 14 | -5 | -0.6 | 4 | 93 | 0 | -2 | -4
CC1(C(=O)Nc2nnc(C(C)(C)C)s2)Cc2ccccc2C(=O)O1 (configuration not stated) | -4 | 3 | 15 | -1 | -1.1 | 6 | 99 | -1 | -2 | -7
CC(/C=N/N1CCN(c2ccccn2)CC1)=C\c1ccccc1 | -2 | 2 | -22 | 2 | 5.4 | -29 | 86 | -3 | -9 | 1
CCN(c1ccc(NC(=O)c2cccc(S(=O)(=O)N3CCN(C)CC3)c2)cc1)C(C)C | 4 | -1 | -3 | 3 | 1.2 | -6 | 101 | 17 | -9 | -4
O=C(OCC(=O)N1CCCC1=O)c1ccc(Cl)cc1[N+](=O)[O-] | 3 | -1 | 13 | -5 | -1.9 | 10 | 102 | -9 | -3 | 9
FC(F)(F)c1ccc(-c2cccc3c2C2CC3CCN2Cc2ccccc2)cc1 (configuration not stated) | -5 | -4 | 1 | 0 | 0.2 | -1 | 115 | -2 | -9 | -9
O=C(O)c1cc(-c2ccccc2Cl)n(-c2ccc(F)cc2)n1 | 3 | -1 | -6 | 1 | -2.9 | 14 | 101 | 3 | 4 | -12
O=c1[nH]c(CN2CCN(c3ccc([N+](=O)[O-])cc3)CC2)nc2ccsc12 | 1 | 2 | -7 | -1 | 0.1 | -1 | 105 | 11 | 4 | -1
Cc1cccc(NC(=S)NC(=O)c2ccco2)c1C | -4 | 1 | 7 | -3 | 1.0 | -4 | 110 | 3 | 1 | 6
O=C(O)c1cccc(S(=O)(=O)Nc2ccc(O)c(Sc3nc4ccccc4s3)c2)c1 | 5 | 2 | 11 | -2 | -3.9 | 20 | 99 | 45 | 7 | 1
Cc1cc([N+](=O)[O-])ccc1NC(=O)c1ccc(NC(=O)C(C)C)cc1 | 0 | 0 | 11 | -4 | -1.4 | 8 | 96 | -6 | -7 | -5
CC1=C(C)CC(C(=O)NCc2ccccc2F)C(C(=O)O)C1 (configuration not stated) | 2 | -1 | 5 | -1 | -0.2 | 1 | 95 | 12 | -10 | 0
O=C(NC1=NCCS1)c1ccc(OCC2CCCO2)cc1 (configuration not stated) | 0 | 10 | -25 | -1 | -0.2 | 1 | 99 | -2 | -2 | -2
O=C(c1ccncc1)N(c1ccc2oc3c(c2c1)CCCC3)S(=O)(=O)c1ccc(F)cc1 | -3 | 2 | -36 | 4 | 1.7 | -8 | 102 | 1 | -4 | 2
O=C(CCCCCCN1C(=O)c2ccccc2C1=O)Nc1nccs1 | -1 | 2 | 10 | 5 | -0.7 | 4 | 102 | -1 | -7 | -13
COC(=O)C1=C(C)N(CCCC(=O)O)C(=O)NC1c1cccs1 (configuration not stated) | -1 | -3 | -42 | 14 | -1.8 | 10 | 99 | -2 | -3 | -5
CC1CCc2c(sc(NC(=O)c3ccc(N4C(=O)CCC4=O)cc3)c2C(N)=O)C1 (configuration not stated) | 2 | -2 | -4 | 1 | -1.2 | 5 | 100 | 23 | -3 | -10
Cn1cnc2c(NCc3ccco3)ncnc21 | -1 | 1 | 7 | -2 | -2.4 | 13 | 96 | -8 | 1 | -2
COCCn1c(C)cc(C(=O)CSc2nc(C)c(C)c(C)n2)c1C | 0 | 0 | 3 | 2 | -1.2 | 6 | 101 | 0 | -10 | -4
O=C(NC1CCCCC1)Oc1cccc2ccccc12 | 0 | -1 | -1 | 0 | -0.1 | 0 | 102 | 21 | -5 | -9
